# Screening data: PubChem BioAssay, The Scripps Research Institute Molecular Screening Center
# LYPLA1 counter – LYPLA1 (human) inhibition in PME1 counter-screen; recombinant LYPLA1, FP-Rh probe fluorescence polarization; inhibition, % at 5.9 µM; actives 0.16% (n = 320,000); AID 2174;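 active = inhibition above the mean of all tested compounds plus 3 SD, set per campaign, cut at about 14% in these data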;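 note: inhibitors block serine hydrolase probe labeling of LYPLA1 so polarization falls; 0% = enzyme with DMSO and 100% = wells lacking LYPLA1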
# GSTO1 inh – counter-screen for RBBP9 inhibitors: inhibitors of human GSTO1 | P78417 | recombinant GSTO1, activity-based probe fluorescence polarization | inhibition, % at 5.96 µM | actives 1.1% (n = 300,000) | AID 1974;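 active = inhibition above the campaign mean inhibition plus 3 SD, cut at about 35% in these data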;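 note: 0% = GSTO1-1 with DMSO and 100% = wells lacking GSTO1-1 enzyme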
# EBNA-1 inhibitor – blocks EBNA-1 binding to DNA; AID 1950; EBNA-1 DNA binding, fluorescence polarization; actives 0.34% (n = 300,000); inhibition, % at 14.8 µM; in the data active = inhibition above about 28%
# PAFAH1B3 inh – blocks human PAF acetylhydrolase 1B catalytic subunit 3. Q15102. recombinant PAFAH1B3, FP-rhodamine probe, fluorescence polarization. inhibition, % at 3.39 µM. actives 0.28% (n = 340,000);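 active = inhibition above the screen-wide average of all tested compounds plus 3 SD, cut at about 25% in these data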;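 note: 0% = enzyme with DMSO only and 100% = wells lacking PAFAH1B3 protein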
# PREPL inhibitor – inhibits the human prolyl oligopeptidase-like enzyme; recombinant PREPL, fluorescence polarization activity-based probe; actives 0.68% (n = 320,000); AID 2751; inhibition, % at 5.96 µM; in the data active = inhibition above about 43%;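 note: 0% = enzyme with DMSO and 100% = wells lacking enzyme; many of its hits are not listed in these tables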
# PAFAH2 inh – inhibitors of human PAFAH2; actives 0.99% (n = 340,000); recombinant PAFAH2, FP-rhodamine activity probe, fluorescence polarization; Q99487; inhibition, % at 3.39 µM;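 active = inhibition above the mean over all tested compounds plus 3 SD, cut at about 30% in these data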;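 note: inhibitors block probe labeling of enzyme so polarization drops; 0% = enzyme with DMSO and 100% = wells lacking PAFAH2 protein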
# ZTA counter – blocks Epstein-Barr virus ZTA, an EBNA-1 counter-screen; P03206; ZTA-DNA binding, fluorescence polarization; inhibition, % at 11 µM; actives 0.15% (n = 320,000); in the data active = inhibition above about 33%
# PAD4 inh – inhibitors of human PAD4; recombinant PAD4, RCA probe fluorescence polarization; inhibition, % at 6.36 µM; actives 0.41% (n = 330,000); AID 485272;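 active = percent inhibition above a cutoff equal to the mean of all tested compounds plus 3 SD, cut at about 15% in these data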;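 note: 0% = PAD4 with RCA probe and DMSO and 100% = probe without PAD4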
# LYPLA2 counter – blocks human lysophospholipase 2, a PME1 counter-screen. O95372. recombinant LYPLA2, FP-Rh probe fluorescence polarization. inhibition, % at 5.9 µM. actives 0.38% (n = 320,000). AID 2177;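 active = inhibition above the screen-wide mean plus 3 SD, limit set per campaign, cut at about 26% in these data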;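 note: 0% = LYPLA2 with DMSO and 100% = wells lacking LYPLA2 enzyme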
# Target sequence (O95372 whole entry, looked up): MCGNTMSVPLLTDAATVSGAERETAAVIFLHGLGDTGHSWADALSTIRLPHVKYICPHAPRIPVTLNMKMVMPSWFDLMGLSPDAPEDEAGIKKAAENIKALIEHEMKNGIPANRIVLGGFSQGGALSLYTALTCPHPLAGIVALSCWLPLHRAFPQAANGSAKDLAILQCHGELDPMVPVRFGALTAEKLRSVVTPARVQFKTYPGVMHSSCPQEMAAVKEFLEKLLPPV
# An asterisk follows results filed as active. A portion of the library; count on the stated rates, not on these rows.
SMILES,LYPLA1 counter,GSTO1 inh,EBNA-1 inhibitor,PAFAH1B3 inh,PREPL inhibitor,PAFAH2 inh,ZTA counter,PAD4 inh,LYPLA2 counter
CC[C@@H]1C(=O)OC[C@@H]1Cc1cncn1C,5,-1,1,6,-5,2,9,-2,-6
